mIAP act – mouse IAP activation; muIAP, CDP-Star luminescence, 30 min; hits give high values; 1 = vehicle-only enzyme signal, 0 = enzyme-free wells; activation factor at 10 µM; 330,000 compounds, 0.24% hits; AID 2805;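 active = activation factor of at least 2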; note: the source names both 10 and 20 µM as test concentration; values of inactives mirror those of a sister screen read the other way
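System: Mouse IAP enzyme | Also added: CDP-Star substrate | Dosing: Compounds dispensed in DMSO | Schedule: 30 min enzyme-substrate-compound incubation at room temperature | Technique: Chemiluminescence readout | Control set: DMSO-only wells and no-enzyme negative control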
hIAP inh – blocks human intestinal alkaline phosphatase; inhibition, % at 10 µM; 330,000 compounds, 0.12% hits; P09923; purified IAP, CDP-Star luminescence, 30 min;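 active = inhibition reaching a set limit with compound at 10 µM in the primary screen, cut at about 35% in these data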;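 note: plate controls were DMSO wells with enzyme for no effect and no-enzyme buffer wells for full effect; values of inactives mirror those of a sister screen read the other way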
Target sequence (P09923 whole entry, looked up): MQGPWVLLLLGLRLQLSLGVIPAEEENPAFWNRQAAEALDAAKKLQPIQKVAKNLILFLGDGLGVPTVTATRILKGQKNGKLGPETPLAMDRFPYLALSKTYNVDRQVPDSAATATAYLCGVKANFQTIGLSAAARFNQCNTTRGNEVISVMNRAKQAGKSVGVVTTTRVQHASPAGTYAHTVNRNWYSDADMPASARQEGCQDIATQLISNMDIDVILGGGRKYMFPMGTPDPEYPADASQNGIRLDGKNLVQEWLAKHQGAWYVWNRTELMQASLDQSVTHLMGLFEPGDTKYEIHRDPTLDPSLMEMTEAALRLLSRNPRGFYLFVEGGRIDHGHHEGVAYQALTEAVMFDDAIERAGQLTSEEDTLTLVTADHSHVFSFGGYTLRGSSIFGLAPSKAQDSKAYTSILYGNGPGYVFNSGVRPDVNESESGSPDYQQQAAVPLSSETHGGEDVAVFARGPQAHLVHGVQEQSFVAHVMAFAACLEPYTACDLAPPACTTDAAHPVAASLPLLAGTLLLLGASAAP
MIN6 prolif – induces beta-cell replication in MIN6 cells; MIN6 cells proliferation, ATPlite luminescence, 48 h; cells starved in 0.2% serum; 100% = growth in 10% serum; 330,000 compounds, 0.29% hits; proliferation, % at 10 µM;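 active = compounds whose signal lies at least 3.5 SD above the mean of all wells on their plate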;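 note: 0% = DMSO-treated cells in low-serum medium and 100% = 10% serum control; some compounds called inactive have numbers as strong as hits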
mIAP block – blocks mouse intestinal alkaline phosphatase. inhibition, % at 10 µM. 330,000 compounds, 0.2% hits. AID 2806. purified mouse IAP, CDP-Star luminescence, 30 min;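 active = inhibition of at least 40% at 10 µM in the primary screen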;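 note: plate controls were DMSO with enzyme for no effect and no enzyme wells for full effect; values of inactives mirror those of a sister screen read the other way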
TIM10 inh – growth inhibitors of TIM10 yeast strain. S. cerevisiae TIM10 strain growth, BacTiter-Glo luminescence, 24 h. inhibition, % at 10 µM. 330,000 compounds, 1.4% hits. AID 463195;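 active = inhibition of 40% or more at the single tested concentration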;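 note: wild-type TIM10 isogenic control strain grown at permissive 25 °C; 0% = DMSO yeast wells and 100% = minimal medium wells without yeast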
A3A deaminase – human APOBEC3A DNA deaminase inhibition | inhibition, % at 20 µM | 330,000 compounds, 0.41% hits | recombinant A3A, FAM/TAMRA ssDNA deamination fluorescence | P31941;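 active = at least 40% inhibition at 20 µM here, with at most 30% in a related deaminase screen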;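 note: plate controls were A3A with DMSO for no effect and wells lacking A3A enzyme for full effect; some results filed as inactive read as strong as hits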
Target sequence (P31941 whole entry, looked up): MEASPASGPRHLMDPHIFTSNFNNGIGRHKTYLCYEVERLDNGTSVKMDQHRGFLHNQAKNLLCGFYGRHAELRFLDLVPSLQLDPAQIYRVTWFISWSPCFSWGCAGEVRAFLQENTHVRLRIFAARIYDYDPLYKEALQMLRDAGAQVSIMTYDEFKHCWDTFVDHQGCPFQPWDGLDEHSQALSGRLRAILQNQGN
A3G deaminase – APOBEC3G (human) deaminase inhibition; 330,000 compounds, 0.28% hits; Q9HC16; recombinant A3G, ssDNA deamination FAM/TAMRA fluorescence; inhibition, % at 20 µM;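 active = inhibition of at least 40% at 20 µM, with no more than 30% in the related APOBEC3A deaminase screen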;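 note: plate controls were DMSO wells with A3G for no effect and wells lacking A3G enzyme for full effect; some compounds called inactive have numbers as strong as hits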
Target sequence (Q9HC16 whole entry, looked up): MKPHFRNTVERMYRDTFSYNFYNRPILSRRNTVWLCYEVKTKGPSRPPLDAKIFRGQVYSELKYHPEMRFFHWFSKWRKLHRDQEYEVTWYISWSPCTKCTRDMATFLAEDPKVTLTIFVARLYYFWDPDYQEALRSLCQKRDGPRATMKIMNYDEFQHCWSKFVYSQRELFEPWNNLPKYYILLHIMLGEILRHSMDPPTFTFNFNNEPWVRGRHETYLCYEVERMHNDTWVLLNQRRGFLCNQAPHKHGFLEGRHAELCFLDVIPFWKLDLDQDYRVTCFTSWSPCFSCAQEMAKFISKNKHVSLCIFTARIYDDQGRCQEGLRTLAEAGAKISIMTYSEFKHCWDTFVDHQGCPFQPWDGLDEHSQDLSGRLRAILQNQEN
tim10-1 inh – growth inhibitors of tim10-1 mutant yeast | S. cerevisiae tim10-1 ts strain growth, BacTiter-Glo, 24 h | 330,000 compounds, 2.2% hits | AID 463190 | inhibition, % at 20 µM;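 active = inhibition of at least 40%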;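 note: mutant grown at 25 °C; 0% = DMSO wells with yeast and 100% = wells holding no yeast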
NLRP3 yeast inh – blocks the NALP3 inflammasome reconstituted in yeast; 330,000 compounds, 0.39% hits; Yeast reconstituted NLRP3/ASC/caspase-1, beta-gal luminescence, 24 h; AID 2825; inhibition, % at 10 µM;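 active = inhibition of 50% or more; inactive = inhibition below 50%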;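 note: plate controls were induced DMSO wells for no effect and uninduced yeast grown without galactose for full effect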
Numbers without * were called inactive.

1) O=C(C(NS(=O)(=O)c1cccc2nsnc12)c1ccccc1)N1CCN(c2ccccc2)CC1 (stereo not drawn)
2) Cc1cc2cc(CN(Cc3cccs3)C(=S)NCC3CCCO3)c(=O)[nH]c2cc1C (stereo not drawn)
3) Cc1cc(C)n2nc(S(=O)(=O)NC(C)(C)C)nc2n1
4) Cc1ccc2[nH]c(CNC(=O)c3ccc(F)cc3)cc2c1
5) CCOc1ccc(N2C(=O)CC(NCCNc3ccc([N+](=O)[O-])cn3)C2=O)cc1 (stereo not drawn)
6) Nc1nc(CSc2nc3ccccc3s2)nc(N2CCCCC2)n1

assay / compound | 1 | 2 | 3 | 4 | 5 | 6
mIAP act | 0.91 | 1 | 0.94 | 1.2 | 0.93 | 0.91
hIAP inh | 8 | 5 | 9 | 4 | -4 | 11
MIN6 prolif | -3 | -6 | -2 | -4 | 0 | 9.0*
mIAP block | 9 | 0 | 6 | -21 | 7 | 9
TIM10 inh | 12 | 18 | 9 | -15 | 6 | 14
A3A deaminase | -7 | -4 | -2 | -3 | 0 | 2
A3G deaminase | -8 | -11 | -6 | -5 | -2 | -3
tim10-1 inh | 23 | 23 | -1 | -13 | 53* | 15
NLRP3 yeast inh | 11 | 6 | 11 | 27 | 11 | 8

Single records, as listed above:
Shown for Nc1nc(CSc2nc3ccccc3s2)nc(N2CCCCC2)n1 = mIAP act: 0.91; hIAP inh: 11; MIN6 prolif: 9.0*; mIAP block: 9; TIM10 inh: 14; A3A deaminase: 2; A3G deaminase: -3; tim10-1 inh: 15; NLRP3 yeast inh: 8
Shown for CCOc1ccc(N2C(=O)CC(NCCNc3ccc([N+](=O)[O-])cn3)C2=O)cc1 (stereo not drawn) = mIAP act: 0.93; hIAP inh: -4; MIN6 prolif: 0; mIAP block: 7; TIM10 inh: 6; A3A deaminase: 0; A3G deaminase: -2; tim10-1 inh: 53*; NLRP3 yeast inh: 11

New compounds follow
7) Cc1ccnc(NC(=O)CCC(=O)N(CC(=O)NC2CCCCC2)C2CCCC2)c1
8) C=C(C)COc1ccc2c(C)c(C)c(=O)oc2c1OCC(=C)C
9) c1ccc(CNc2ncnc3c2cnn3-c2ccccc2)cc1
10) CC(C)Sc1nc2ccccc2n1CC(=O)O
11) COc1ccc2oc(C(=O)OCc3nnc(-c4ccccc4)o3)c(C)c2c1
12) COc1ccc(/C=C2/SC(=S)N(CCCC(=O)Nc3cccc(O)c3)C2=O)cc1

assay / compound | 7 | 8 | 9 | 10 | 11 | 12
mIAP act | 1 | 0.96 | 1.1 | 0.99 | 0.93 | 0.96
hIAP inh | 4 | 7 | 19 | 3 | 0 | 18
MIN6 prolif | -2 | -2 | -2 | -3 | 1 | 0
mIAP block | -4 | 4 | -8 | 1 | 7 | 4
TIM10 inh | 6 | 1 | -4 | -9 | 5 | 8
A3A deaminase | 3 | -1 | 5 | 2 | 1 | 2
A3G deaminase | 0 | -8 | 2 | -1 | -10 | -4
tim10-1 inh | -1 | 10 | 6 | -16 | 2 | 31
NLRP3 yeast inh | -8 | -1 | 24 | 15 | 18 | 4

13) CC(=O)N1CCN(Cc2nc3cc(NC(=O)NC4CCCCC4)ccc3n2C)CC1
14) S=c1nccc(-c2ccc(Cl)cc2)[nH]1
15) COCCNC(=O)c1onc(CSc2ccc(C)c(C)c2)c1C(=O)O
16) O=C(Nc1nnc(C2=COCCO2)o1)c1ccc(Cl)cc1
17) O=C(Nc1ccc(S(=O)(=O)Nc2cnc3ccccc3n2)cc1)c1ccc(F)cc1
18) Cc1c(NC(=O)CN2CCC(C(N)=O)CC2)cccc1[N+](=O)[O-]

assay / compound | 13 | 14 | 15 | 16 | 17 | 18
mIAP act | 1.1 | 0.95 | 0.98 | 0.92 | 1 | 0.98
hIAP inh | 4 | 17 | 3 | -4 | 9 | -8
MIN6 prolif | -4 | -4 | -2 | 0 | -2 | -2
mIAP block | -6 | 5 | 2 | 8 | -1 | 2
TIM10 inh | 12 | 28 | -4 | 11 | 26 | -7
A3A deaminase | -3 | 1 | 2 | 2 | -2 | 5
A3G deaminase | -9 | -4 | 4 | -3 | -5 | 0
tim10-1 inh | 14 | 14 | 8 | 57* | 8 | 1
NLRP3 yeast inh | -8 | 41 | 5 | 4 | 12 | 0

Next part; the last four above are carried over.
15) COCCNC(=O)c1onc(CSc2ccc(C)c(C)c2)c1C(=O)O
16) O=C(Nc1nnc(C2=COCCO2)o1)c1ccc(Cl)cc1
17) O=C(Nc1ccc(S(=O)(=O)Nc2cnc3ccccc3n2)cc1)c1ccc(F)cc1
18) Cc1c(NC(=O)CN2CCC(C(N)=O)CC2)cccc1[N+](=O)[O-]
19) Cc1nn(-c2ccccc2)c(Cl)c1C(=O)NCCCCNC(=O)c1c(C)nn(-c2ccccc2)c1Cl
20) COc1ccc(CNC(=O)CCC(=O)N2CCN(S(=O)(=O)c3cc([N+](=O)[O-])ccc3C)CC2)cc1
21) COc1ccc(C(=O)Oc2ccc(=O)n(-c3ccccc3)n2)cc1
22) CCCCCCNc1c([N+](=O)[O-])c(=O)sc2ccccc12
23) CN1CCN(c2ccc(S(=O)(=O)N3CCCCC3)cc2NC(=O)/C=C/c2ccc(OC(F)F)cc2)CC1
24) COc1ccc(-c2nc(CSCC(=O)NCCCN3CCCC3=O)c(C)o2)cc1OC

assay / compound | 15 | 16 | 17 | 18 | 19 | 20 | 21 | 22 | 23 | 24
mIAP act | 0.98 | 0.92 | 1 | 0.98 | 1.1 | 0.88 | 1 | 0.95 | 0.94 | 0.93
hIAP inh | 3 | -4 | 9 | -8 | -4 | 3 | -42 | 4 | 18 | 1
MIN6 prolif | -2 | 0 | -2 | -2 | -1 | -3 | -3 | -3 | -7 | 0
mIAP block | 2 | 8 | -1 | 2 | -11 | 12 | -5 | 5 | 6 | 7
TIM10 inh | -4 | 11 | 26 | -7 | 4 | 3 | 33 | 33 | 8 | -2
A3A deaminase | 2 | 2 | -2 | 5 | -2 | -3 | 3 | 0 | 29 | -6
A3G deaminase | 4 | -3 | -5 | 0 | -3 | -7 | 1 | -5 | -1 | -1
tim10-1 inh | 8 | 57* | 8 | 1 | 2 | 7 | 37 | 3 | 4 | 3
NLRP3 yeast inh | 5 | 4 | 12 | 0 | 16 | 19 | -9 | 32 | 7 | 15

25) CCOC(=O)c1cccc(N2C(=O)C3C4C=CC(CC4)C3C2=O)c1 (stereo not drawn)
26) COCCCNC(=O)/C(C#N)=C/c1c(N2CCN(c3ccccc3)CC2)nc2c(C)cccn2c1=O
27) O=C(NCC1CCN(Cc2ccc(Cl)cc2)CC1)C1CCCN(c2ncnc3c2nc2n3CCCCC2)C1 (stereo not drawn)
28) N#CC(C#N)=c1ccc2c(c1)N1C3=C(CCCC3)CC3CCCCC31N=2 (stereo not drawn)
29) CCCOc1ccc(-c2cc(C(=O)NCC3CCCO3)c3ccccc3n2)cc1 (stereo not drawn)
30) COCCn1c(N)c(C(=O)NCC2CCCO2)c2nc3ccccc3nc21 (stereo not drawn)

assay / compound | 25 | 26 | 27 | 28 | 29 | 30
mIAP act | 0.97 | 0.86 | 1.2 | 0.68 | 0.99 | 1.1
hIAP inh | -7 | -3 | -47 | -3 | -13 | 3
MIN6 prolif | -3 | -4 | -4 | -4 | -2 | 0
mIAP block | 3 | 14 | -16 | 32 | 1 | -8
TIM10 inh | -2 | 18 | -13 | 33 | 10 | 8
A3A deaminase | -3 | 0 | -4 | 1 | 2 | 4
A3G deaminase | -2 | -1 | -4 | 1 | 1 | 5
tim10-1 inh | 15 | 11 | -8 | 44* | 19 | 24
NLRP3 yeast inh | -1 | 15 | 1 | 30 | 15 | 13

Remaining list, next part:
item | mol | mIAP act | hIAP inh | MIN6 prolif | mIAP block | TIM10 inh | A3A deaminase | A3G deaminase | tim10-1 inh | NLRP3 yeast inh
31 | CC(C)CC(=O)Nc1ccc2c(c1)nc(CCN1CCOCC1)n2C | 0.98 | -4 | -2 | 2 | 11 | -3 | -9 | -3 | 3
32 | COc1cc(/C=N/S(=O)(=O)c2ccccc2)cc(OC)c1O | 0.95 | 21 | -4 | 5 | -6 | -8 | -2 | -4 | -11
33 | Cc1ccc(CNC(=O)C2CCN(S(=O)(=O)c3c(C)noc3C)CC2)cc1 | 1 | -4 | -1 | -2 | -9 | 3 | -1 | 7 | 7
34 | O=C(N/N=C/c1cc([N+](=O)[O-])ccc1N1CCNCC1)c1ccc([N+](=O)[O-])cc1 | 0.86 | 21 | -6 | 14 | 6 | 0 | -4 | 7 | 22
35 | CCOC(=O)c1c(N/N=C/c2ccncc2)n[nH]c1C | 0.94 | 14 | -2 | 6 | 6 | -2 | -5 | 20 | 1
36 | Cc1ccc(S(=O)(=O)N(C)C)cc1NC(=O)COC(=O)CCC1CCCCC1 | 1.2 | -8 | 1 | -17 | 5 | 1 | 1 | 25 | -5
37 | Cc1ccc(-c2nnn(CC(=O)N(CCO)C(C(=O)NC(C)(C)C)c3ccncc3)n2)cc1 (stereo not drawn) | 1 | 8 | -2 | -1 | -6 | -1 | -7 | 8 | 4
38 | CCCS(=O)(=O)c1nc(S(=O)(=O)c2ccc(C)cc2)c(N2CCC(C)CC2)s1 | 0.93 | 7 | -2 | 7 | 21 | -5 | -9 | 39 | 3
39 | O=C(NC12CC3CC(CC(C3)C1)C2)c1ccc(-c2ccc(Br)cc2)o1 | 1.1 | -1 | -5 | -15 | 49* | 0 | -8 | 30 | -6
40 | COc1ccc(N2C(=O)CC(c3ccc([N+](=O)[O-])cc3)C2=O)cc1 (stereo not drawn) | 0.94 | 0 | 1 | 6 | 11 | 5 | -1 | 24 | 22
41 | S=C(c1cn(CCOc2ccccc2)c2ccccc12)N1CCCC1 | 0.93 | 12 | 0 | 7 | 50* | -3 | -6 | 29 | 11
42 | O=C(CCC1CCCN(C(=O)C2CCCC2)C1)NCc1ccc(F)c(F)c1 (stereo not drawn) | 1 | -9 | -1 | -2 | 14 | -2 | -3 | 14 | 7

Further entries
item | mol | mIAP act | hIAP inh | MIN6 prolif | mIAP block | TIM10 inh | A3A deaminase | A3G deaminase | tim10-1 inh | NLRP3 yeast inh
43 | N#CCSc1nnc2ccc3ccccc3n12 | 1.1 | -10 | -1 | -8 | -1 | 4 | 1 | -13 | 11
44 | COC(=O)c1ccc(C2NC(=S)N(c3ccccc3)C(C)=C2C(=O)Nc2ccccc2OC)cc1 (stereo not drawn) | 0.9 | -1 | 3 | 10 | 3 | -2 | -8 | 24 | 14
45 | CCNc1nc(NCC)n2c(SCC(=O)Nc3ccc(Br)cc3F)nnc2n1 | 0.96 | -10 | -1 | 4 | -5 | 2 | 6 | -10 | 16
46 | O=S(=O)(NCCN1CCOCC1)c1ccc(Cl)s1 | 0.99 | -10 | -1 | 1 | -14 | -2 | -11 | -5 | 16
47 | CC(=O)Nc1cccc(NC(=O)COc2nncc3ccccc23)c1 | 1.1 | 3 | -2 | -6 | 6 | 0 | -6 | 7 | -9
48 | O=C(Cn1cccn1)N1CCCC(N2CCN(c3ccccc3F)CC2)C1 (stereo not drawn) | 0.99 | -9 | 1 | 1 | 3 | -4 | -9 | 10 | 4
49 | Cc1ccc(NC(=O)NC2CCCc3ccccc32)cc1 (stereo not drawn) | 1.5 | 4 | 0 | -55 | -13 | 1 | 21 | 3 | 29
50 | O=C(N/N=C/c1ccccc1[N+](=O)[O-])c1ccncc1 | 1.1 | 1 | -1 | -9 | -11 | 3 | 2 | 17 | 5
51 | CCN(CC)CCNC(=O)c1cn(CC)c2cc(N3CCN(C)CC3)c(F)cc2c1=O | 0.94 | -7 | 0 | 6 | 15 | -1 | -5 | -19 | -15
52 | OCCC1CN(Cc2cn[nH]c2C2CCCCC2)CCN1C1CCCCC1 (stereo not drawn) | 0.97 | -3 | -4 | 3 | -15 | 3 | -5 | -1 | 12

Screening data as filed in PubChem.
